Screening results: PubChem BioAssay, National Center for Advancing Translational Sciences (NCATS)
MCF10A rerep = DNA re-replication induction in MCF 10a cells. MCF 10A DNA re-replication, Hoechst nuclear intensity, 48 h. Potency, µM (doses to about 46.1 µM), inactives show at the highest dose activity, positive = re-replication, hits mostly activators. 350,000 compounds, 2.9% hits; also: % of control where 0% means no effect; nearly all actives have a fitted effect of over 50% in size
HepG2 viability = HepG2 cytotoxicity, counter-screen for TGF-b inhibitors. HepG2 CAGA-GFP viability, ATP luminescence, 18 h. Potency, µM (highest dose often 46.1 µM), inactives show at the top dose activity change, negative = cytotoxicity, actives largely listed as cytotoxic. 410,000 compounds, 0.76% hits; also: some results filed as inactive show a strong effect at the top dose
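CellTiter-Glo luminescence gave cytotoxicity after 18 hours at 37 degrees C. The cells were HepG2 CAGA-GFP in 1% FBS DMEM, stimulated with 500 pg/mL TGF-beta after compound addition. %Activity was normalised to no-cell wells (complete cell-killing) and DMSO (no toxicity), and curves were fitted and classified.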
A549 viability = counter-screen for Nrf2 inhibitors: cytotoxicity in A549 cells | 390,000 compounds, 0.16% hits | Potency, µM (top dose mostly 46 µM), without a hit: top-dose activity change, negative = cytotoxicity, hits mostly inhibitors | A549 ARE-Fluc cells, CellTiter-Fluor viability, 18-24 h | AID 504648; also: % is scaled to controls: 0 for no effect and ±100 for the full control effect
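A549 ARE-Fluc cells in 5% FBS OPTI-MEM, 5000 cells/well, rested 2 h then exposed to compounds in concentration-response for 18-24 h at 37 °C. Viability by CellTiter-Fluor fluorescence (Ex 405/Em 525) after 30 min; luciferase luminescence (BugLite, 15 min, RT) read afterwards.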
ATXN2 expr inh = inhibitors of ATXN2 expression | HEK-293 ATXN2-luciferase reporter, luminescence, 24 h | Potency, µM (doses to about 57 µM), without a hit: top-dose activity change, negative = inhibition, usual class: inhibitors | 360,000 compounds, 0.72% hits; also: % is scaled to controls: 0 for no effect and ±100 for the full control effect; nearly all actives have a fitted effect of over 55% in size
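qHTS (up to 57 uM final) was run with 24 h compound exposure of reporter cells at 37 °C. Each well was multiplexed: SteadyGlo luminescence measured ATXN2-luciferase expression after a fluorogenic Gly-Phe-AFC viability readout (25 uM final).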
EPAC2 antag = antagonists of human EPAC2. Q8WZA2. EPAC2 GEF exchange of Rap1B-BODIPY-GDP, fluorescence. Potency, µM (highest dose often 114 µM), without a hit: top-dose activity, negative = inhibition, actives largely listed as inhibitors. 360,000 compounds, 0.18% hits; also: % is scaled to controls: 0 for no effect and ±100 for the full control effect; nearly all actives have a fitted effect of over 45% in size; many of its hits are not listed in these tables
Target sequence (Q8WZA2 whole entry, looked up): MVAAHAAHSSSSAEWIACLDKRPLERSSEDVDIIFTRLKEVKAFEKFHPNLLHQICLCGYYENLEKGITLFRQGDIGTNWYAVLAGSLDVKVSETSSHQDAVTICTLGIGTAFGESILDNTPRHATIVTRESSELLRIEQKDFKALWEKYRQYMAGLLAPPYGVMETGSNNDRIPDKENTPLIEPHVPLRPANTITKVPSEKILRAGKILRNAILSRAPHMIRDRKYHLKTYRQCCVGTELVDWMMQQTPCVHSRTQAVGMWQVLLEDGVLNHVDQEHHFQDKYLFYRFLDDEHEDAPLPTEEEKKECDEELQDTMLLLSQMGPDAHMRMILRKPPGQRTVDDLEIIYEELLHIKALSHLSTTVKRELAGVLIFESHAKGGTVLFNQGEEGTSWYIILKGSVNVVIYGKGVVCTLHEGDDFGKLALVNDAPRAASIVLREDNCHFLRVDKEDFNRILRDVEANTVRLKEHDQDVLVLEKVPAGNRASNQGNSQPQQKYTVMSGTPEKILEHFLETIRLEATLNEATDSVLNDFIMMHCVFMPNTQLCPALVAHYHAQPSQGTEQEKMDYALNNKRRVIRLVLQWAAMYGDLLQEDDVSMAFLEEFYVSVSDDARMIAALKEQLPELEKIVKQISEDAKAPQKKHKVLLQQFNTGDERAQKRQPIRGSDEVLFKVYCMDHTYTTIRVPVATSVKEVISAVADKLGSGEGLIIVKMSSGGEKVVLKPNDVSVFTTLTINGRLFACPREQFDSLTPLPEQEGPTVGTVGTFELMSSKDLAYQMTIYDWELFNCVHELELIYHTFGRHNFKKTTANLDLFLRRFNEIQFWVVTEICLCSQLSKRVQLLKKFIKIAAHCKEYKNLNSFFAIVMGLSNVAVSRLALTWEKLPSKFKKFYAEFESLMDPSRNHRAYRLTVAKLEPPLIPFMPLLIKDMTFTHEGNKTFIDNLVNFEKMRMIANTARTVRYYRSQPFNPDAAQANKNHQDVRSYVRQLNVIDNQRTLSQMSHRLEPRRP
TGFb SMAD3 inh = TGF-b pathway inhibition; HepG2 CAGA-GFP TGF-b/SMAD3 reporter, GFP fluorescence, 18 h; TGF-beta stimulated, 500 pg/mL final; Potency, µM (titrated, usually from 46.1 µM), for inactives: at the highest dose activity, negative = inhibition, actives largely listed as inhibitors; 410,000 compounds, 1.2% hits; AID 588855; also: % is scaled to controls: 0 for no effect and ±100 for the full control effect; nearly all actives have a fitted effect of over 65% in size
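Cell-based qHTS in HEPG2 carrying a CAGA-GFP Smad reporter; compounds added before 500 pg/mL final TGF-beta, 18 h incubation at 37 degrees C, GFP fluorescence quantified per cell by imaging cytometry.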
Nrf2 ARE act = activates Nrf2 signaling; AREc32 ARE-luciferase reporter (MCF7-derived line), luminescence, 24 h; Potency, µM (highest dose often 46.1 µM), for inactives: top-dose activation, usual class: activators; 410,000 compounds, 0.31% hits; also: % of control where 0% means no effect; nearly all actives have a fitted effect of over 65% in size
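ARE activation measured as luciferase luminescence (Steady-Glo, 30 min RT) in AREc32_Fluc cells after 24 hr compound exposure at 37 deg C, 5% CO2; cells seeded overnight at 1000/well in OPTI-MEM, 5% FBS.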
S2 tox = viability counter-screen for ATXN expression inhibitors | S2 cells (HEK-293 line with an ATXN2-luciferase reporter) viability, CellTiter-Fluor protease fluorescence, 24 h | Potency, µM (highest dose often 56.7 µM), actives largely listed as cytotoxic | 400,000 compounds, 0.49% hits | AID 651635; also: nearly all actives have a fitted effect of over 40% in size
Nrf2 block = blocks Nrf2 signaling | A549 ARE-Fluc reporter, luciferase luminescence, 18-24 h | Potency, µM (highest dose often 46 µM), for the others: top-dose activity change, negative = inhibition, hits mostly inhibitors | 360,000 compounds, 2.1% hits; also: % is scaled to controls: 0 for no effect and ±100 for the full control effect; nearly all actives have a fitted effect of over 60% in size
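Quantitative HTS in A549 cells stably bearing an antioxidant response element-firefly luciferase construct. Inhibition of Nrf2-driven transcription was scored by luminescence after 18-24 h of compound exposure at 37 °C.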
Starred values were filed as active, the others as inactive; i = inactive; ? = inconclusive; . = not tested or not shown; [ ] = dose if it differs, or a comment. Calls follow the shape of the dose curve; as a rule, active = well fitted curve in the direction sought with a large enough effect; inconclusive = small, poorly fitted or top-dose-only effect, or another doubt; inactive = no such curve, though single readings can be large; an effect the other way counts as inactive or inconclusive. Potency is read from the fitted curve at half-maximal effect. The list is partial (hit frequency here may not be typical).

SMILES	MCF10A rerep	HepG2 viability	A549 viability	ATXN2 expr inh	EPAC2 antag	TGFb SMAD3 inh	Nrf2 ARE act	S2 tox	Nrf2 block
COCCCNC(=O)Cc1c(C)c2cc3c(cc2oc1=O)OC(C)(C)CC3	-13%	-16%	-6%	.	3%	0%	-0.1%	i	-24%
N#Cc1cc(-c2ccc(Cl)cc2)cnc1Sc1ccc(F)cc1	15µM*	-14%	-13%	-16%	3%	15%	-0.1%	?	?
CC(=O)Nc1cccc(/C(C)=N/NC(=O)c2ccc(O)cc2)c1	-2%	-2%	-3%	3%[11.3 µM]	2%	2%	-0.1%	i	13%
CC(C)c1nc2cc(C(=O)NC(c3cccnc3)C(F)(F)F)ccc2o1 (centres undefined)	0%	-4%	10%	7%	5%	-2%	-0.4%	i	5%
Cc1cccc(NC(=O)CCC(=O)OCc2ccc(Br)cc2)c1	-2%	-3%	-2%	-4%	30%	-18%	2.5%	i	6%
CCCCN(C)CCNC(=O)c1ccc2c(c1)NC(=O)CN2	.	1%	12%	1%	.	-13%	0.1%	i	.
CCN(CC(=O)NC)S(=O)(=O)c1ccc(C)cc1	-1%	-34%	-1%	-4%	0%	-2%	0.1%	i	.
CCOC(=O)c1ccc(NC(=O)C2C3CCC(C3)C2C(=O)O)cc1 (centres undefined)	-1%	6%	9%	60%[activator]	13%	-2%	3.3%	i	?
CCCCOc1ccc(C(=O)NCC(=O)NCC(c2ccc(OC)cc2)N2CCOCC2)cc1 (centres undefined)	1%	-4%	6%	-31%	2%	2%	5.0%	i	-2%
O=C(C1CCCCC1)N1CCCn2c1nc1ccccc12	3%	1%	1%	-12%	-1%	3%	-0.7%	?	2%
CCCCN(CC)C(=O)CCCn1c(=O)c2cccn2c2ccccc21	.	-17%	-4%	.	.	?	7.9%	.	23%
O=C(Nc1ccc(Cl)cc1C(F)(F)F)c1cc(S(=O)(=O)N2CCOCC2)ccc1F	.	-12%	-2%	-3%	.	3%	0.5%	i	.
O=C(COc1ccc(Br)cc1)N(Cc1ccco1)C1CCS(=O)(=O)C1 (centres undefined)	6%	-2%	0%	2%	-1%	6%	0.2%	i	-28%
O=C(NCC1CCCO1)c1sc2cc(Cl)ccc2c1Cl (centres undefined)	0%	-50%	1%	43%[activator]	-12%	?	0.6%	i	?
COc1ccc(Cc2nnc(SCC(=O)Nc3ccccc3)[nH]c2=O)cc1	6%	0%	2%	-1%	3%	-3%	-0.3%	i	4%
CC1=C(C(=O)Nc2ccccc2)C(c2ccncc2)n2nc(SCc3ccccc3Cl)nc2N1 (centres undefined)	.	-7%	0%	2%	.	-22%	-0.4%	i	4%[9.27 µM]
COc1ccc(Br)cc1CNC(=O)C1CCCN(S(=O)(=O)N2CCC(C)CC2)C1 (centres undefined)	.	-40%	.	.	5%	-23%	4.6%	?	.
CC(=O)n1cc(N(C(=O)CCl)c2ccc([N+](=O)[O-])cc2)c2ccccc21	?	10µM*	-8%	?	-6%	?	0.2%	28µM*	-27%
N#Cc1ccc(/C=N/NC(=O)c2cccc(S(=O)(=O)N3CCOCC3)c2)cc1	-6%	-39%	7%	3%	-18%	-13%	-0.9%	i	-6%
CCCCN(C(=O)CSc1nncn1-c1ccccc1)c1c(N)n(Cc2ccccc2)c(=O)[nH]c1=O	3%	6%	-5%	.	20%[57.1 µM]	22%	0.0%	i	-6%
CC1(C)CC(=O)C(CC(=O)NC2CCCc3ccccc32)C(=O)C1 (centres undefined)	2%	-25%	1%	-17%	9%	-4%	-0.9%	i	0%
O=C(O)c1ccccc1-c1ccccc1C(=O)Nc1ccc2c(c1)C(=O)c1ccccc1-2	5%	-1%	-5%	-15%	-8%	-8%	-0.4%	i	0%
N#Cc1nc(Cc2ccccc2)oc1NCCCn1ccnc1	?	-16%	1%	14%	-5%	-25%	0.7%	i	3%
Cc1ccc(C2=NOC(C)(c3nnc(-c4ccc(F)cc4)o3)C2)cc1 (centres undefined)	?	-4%	-2%	8%	-8%	?	0.2%	i	1%
CC1Cc2ccccc2N1C(=O)CSc1nnnn1-c1ccc2c(c1)OCCO2 (centres undefined)	4%	-22%	-9%	-10%	-1%	-37%	0.2%	i	?
COc1cc(NC(=O)COC(=O)c2[nH]c(C)c(C(C)=O)c2C)cc(OC)c1	-4%	-6%	-17%	?	-3%	?	5.8%	i	13µM*
CC(=O)c1ccccc1OCC(O)Cn1c(CO)nc2ccccc21 (centres undefined)	.	-9%	1%	9%	.	0%	0.9%	i	4%
Cc1nn2c(=O)cc(COC(=O)c3cccc(NC(=O)COc4ccccc4C)c3)nc2s1	.	4%	-3%	.	.	18%	-2.8%	.	.
O=C1CCC([N+](=O)[O-])C(c2cccc(Cl)c2Cl)N1 (centres undefined)	15%	-15%	-13%	-1%	7%	-1%	-0.7%	i	.
CCN1C(=O)C(CC(=O)Nc2ccccc2)S/C1=N\c1ccccn1 (centres undefined)	4%	-1%	-3%	4%[11.3 µM]	5%	3%	0.0%	i	-4%
Cc1cc(NS(=O)(=O)c2ccc(NC(=O)c3ccco3)cc2)no1	-6%	-1%	0%	-4%	13%	1%	-0.3%	i	19%
O=C(CSc1nnc(-c2ccc(S(=O)(=O)N3CCCC3)cc2)o1)NCc1ccco1	-4%	1%	4%	9%	16%	-4%	2.3%	i	.
Nc1nc(C23CC4CCC(CC(C4)C2)C3)cs1	?	2%	3%	0%	6%	23%	-0.1%	i	1%
COc1cc(CCC(=O)NCc2ccc(S(N)(=O)=O)cc2)cc(OC)c1OC	-2%	2%	3%	19%	4%	0%	-0.6%	i	5%
O=C(Nc1ccccc1F)NC1CCN(Cc2nnnn2Cc2ccc(F)cc2)CC1	4%	9%	4%	-12%	-6%[57.1 µM]	-6%	-0.7%	i	5%
COc1ccc(OC)c(S(=O)(=O)N(C)CC(=O)Nc2ccc3c(c2)OCCO3)c1	-5%	1%	-5%	-4%	-4%	0%	-0.6%	i	-23%
O=C(NCCc1ccccc1)C1CCN(C(=O)c2sccc2-n2cccc2)CC1	14%	-7%	2%	-2%	-5%	-4%	-0.3%	i	9%
COc1ccc(C)cc1NC(=O)NCc1ccc(F)cc1	-2%	-5%	12%	.	-2%[57.1 µM]	1%	1.4%	i	11%
CCc1ccccc1NC(=O)Cn1nnc(C(=O)OC)c1C(=O)OC	.	0%	5%	-1%	.	-26%	0.4%	i	4%
CCOC(=O)c1cc2[nH]c3ccccc3c2[n+](-c2ccc([N+](=O)[O-])cc2)c1C	-2%	-28%	-8%	?	7%	-22%	-0.8%[9.22 µM]	i	4%

Profiles, looked up by structure:
CCCCOc1ccc(C(=O)NCC(=O)NCC(c2ccc(OC)cc2)N2CCOCC2)cc1 (centres undefined) is listed as MCF10A rerep = 1%; HepG2 viability = -4%; A549 viability = 6%; ATXN2 expr inh = -31%; EPAC2 antag = 2%; TGFb SMAD3 inh = 2%; Nrf2 ARE act = 5.0%; S2 tox = i; Nrf2 block = -2%
COc1ccc(Cc2nnc(SCC(=O)Nc3ccccc3)[nH]c2=O)cc1 is listed as MCF10A rerep = 6%; HepG2 viability = 0%; A549 viability = 2%; ATXN2 expr inh = -1%; EPAC2 antag = 3%; TGFb SMAD3 inh = -3%; Nrf2 ARE act = -0.3%; S2 tox = i; Nrf2 block = 4%

Remaining list, next part:
SMILES	MCF10A rerep	HepG2 viability	A549 viability	ATXN2 expr inh	EPAC2 antag	TGFb SMAD3 inh	Nrf2 ARE act	S2 tox	Nrf2 block
COCCNc1nnc(SCC(=O)NC(=O)c2ccccc2)s1	-10%	1%	-4%	7%	9%	-5%	-0.4%	i	0%
Cc1ccsc1/C=N\NC(=O)c1ccc2c(c1)OCO2	9%	-7%	3%	19%	-4%	5%	0.0%	i	?
COC(=O)c1cccc(NC(=O)c2cccc(OC)c2)c1	1%	-54%	-3%	36%[activator]	11%	10%	0.6%	i	?
O=C1C=C(c2ccc(O)cc2)C[C@@H](c2ccc3c(c2)OCO3)C1	35%	-6%	?	-8%	4%	-18%	2.1%	i	?
Cc1nn(Cc2c(Cl)cccc2Cl)c(C)c1NC(=O)c1cc(C(C)C)on1	?	-25%	-24%	91%[activator]	-12%	4%	0.0%	i	?
C/C(=N\NC(=O)c1sccc1C)c1ccncc1	1%	-15%	12%	68%[activator]	1%	-2%	-0.2%	i	25%
NC(=O)C1CCN(C(=O)C2CCC(=O)N(C3CCCCCC3)C2)CC1 (centres undefined)	4%	6%	-1%	10%	8%	?	0.7%	i	10%
COc1ccccc1CCC(=O)OCC(=O)N1CCN(S(=O)(=O)c2ccc(C)cc2C)CC1	?	-2%	2%	9%	0%	17%	-0.6%	i	9%
CCOc1ccccc1NC(=O)c1nc(S(=O)(=O)Cc2ccccc2)ncc1Cl	4.1µM*	6.3µM*	1%	.	-6%	5µM*	?	8.9µM*	-4%
CCc1ccc(NC(=O)CSc2nc3ccccc3c(=O)n2CCC(=O)NC2CCCCC2)cc1	.	-3%	0%	-2%	.	-2%	-0.5%	i	.
Cc1nc2c3c(sc2c(=O)[nH]1)NC(=O)CC3c1ccccc1Cl (centres undefined)	0%	-6%	-2%	.	8%	2%	-0.3%	i	0%
Cc1cccc(CN2CCC(C(=O)Nc3ccc(-n4nc(C)cc4C)cc3)CC2)n1	-13%	-1%	-4%	0%	13%	2%	-0.4%	i	0%
Cc1noc(C)c1C(=O)N1CCN(CCc2ccccc2)CC1	-3%	9%	1%	4%	15%	-29%	0.0%	i	8%
N#CCSc1nccc(/C=C/c2ccccc2)n1	10%	-6%	3%	41%[activator]	-8%	1%	11µM*	i	?
Cc1cc2oc(C(=O)Nc3cccc(-c4nc5ccccc5o4)c3)c(C)c2cc1Cl	.	2%	-4%	-1%	.	1%	-1.0%	i	6%
O=C1CC(c2ccccc2)CC(O)=C1C=NCCN1CCN(C(=O)Nc2ccccc2)CC1 (centres undefined)	8%	-3%	.	13%	5%	0%	0.1%	i	2%
COC(=O)Nc1ncc(CN2CCC(c3ccccc3)CC2)s1	1%	-22%	1%	4%	12%	16%	-0.6%	i	0%
